CBFb-RUNX1 inh: qHTS Assay for Compounds Blocking the Interaction Between CBF-beta and RUNX1 for the Treatment of Acute Myeloid Leukemia | AlphaScreen CBFb-His/RUNX1-biotin binding, biochemical | Potency, µM (titrated, usually from 59.8 µM), inactives show at the top dose activity, negative = inhibition, most hits filed as inhibitors | Runt-related transcription factor 1 (Homo sapiens) + Core-binding factor subunit beta … | 230,000 tested, under 10 active; also: % of control where 0% means no effect
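CBF-beta (His) and RUNX1 (biotin), 30 nM each; 20 min preassociation; + compound, 15 min; + beads 50 ng each (Ni, streptavidin), 90 min; RT; AlphaScreen read.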
IMPase Li inh: qHTS Assay for Identifying the Cell-Membrane Permeable IMPase Inhibitors: Potentiation with Lithium | Potency, µM (top dose mostly 59.4 µM), for the others: top-dose activity, negative = IMPase inhibition, most hits filed as inhibitors | 0.35% of 210,000 active | CHO-M1 cells, IP1 TR-FRET (IP-One), carbachol + lithium;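 also: IP1 builds up when IMPase is blocked and the TR-FRET signal falls; potency is read from the fitted curve at half-maximal effect; plate controls were basal vehicle for no effect and high inhibitor control for full effect; nearly all actives have a fitted effect of over 50% in size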
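Readout is a homogeneous TR-FRET IP1 immunoassay (Ex 320, Em 665 and 620), where raised cytosolic IP1 lowers signal. Cells were CHO-M1 treated 30 min at 37C with test compounds plus a little lithium; AC50 values came from Hill-equation fitting.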
L3MBTL1 block: qHTS Assay for the Inhibitors of L3MBTL1 | AlphaScreen L3MBTL1–H3K9me1 peptide binding | Potency, µM (doses to about 57.1 µM), inactives show top-dose activity, negative = inhibition, hits mostly inhibitors | AID 485360, 2010 | 0.66% of 230,000 active; also: potency is read from the fitted curve at half-maximal effect; % is scaled to controls: 0 for no effect and ±100 for the full control effect; nearly all actives have a fitted effect of over 60% in size
Target sequence (Q9Y468 whole entry, looked up): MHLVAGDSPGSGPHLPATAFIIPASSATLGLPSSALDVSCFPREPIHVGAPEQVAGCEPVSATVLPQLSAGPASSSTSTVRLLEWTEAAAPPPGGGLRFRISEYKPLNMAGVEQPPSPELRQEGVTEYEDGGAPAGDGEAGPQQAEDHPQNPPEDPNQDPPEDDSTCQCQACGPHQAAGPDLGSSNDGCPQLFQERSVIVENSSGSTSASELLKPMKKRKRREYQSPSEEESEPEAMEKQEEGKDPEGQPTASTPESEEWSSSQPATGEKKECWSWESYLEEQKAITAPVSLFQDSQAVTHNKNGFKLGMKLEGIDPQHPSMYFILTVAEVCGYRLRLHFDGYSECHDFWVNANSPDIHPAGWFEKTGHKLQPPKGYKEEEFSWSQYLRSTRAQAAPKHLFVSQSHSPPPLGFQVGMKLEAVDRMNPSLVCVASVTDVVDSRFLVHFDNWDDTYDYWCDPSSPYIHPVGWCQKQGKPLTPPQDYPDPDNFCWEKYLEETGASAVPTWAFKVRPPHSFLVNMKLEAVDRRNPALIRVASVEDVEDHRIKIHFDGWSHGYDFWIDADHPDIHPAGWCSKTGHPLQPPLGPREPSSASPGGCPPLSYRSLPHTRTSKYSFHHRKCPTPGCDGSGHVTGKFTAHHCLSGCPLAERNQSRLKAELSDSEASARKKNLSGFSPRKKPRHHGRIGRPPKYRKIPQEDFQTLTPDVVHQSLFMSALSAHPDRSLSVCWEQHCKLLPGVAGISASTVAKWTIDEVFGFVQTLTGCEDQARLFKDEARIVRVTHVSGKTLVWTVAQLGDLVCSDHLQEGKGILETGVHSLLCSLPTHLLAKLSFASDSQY
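L3MBTL1 (50 nM) pre-complexed 30 min with biotinylated H3(1-15)K9me1 peptide (75 nM), then compounds added for 30 min at room temperature; AlphaScreen streptavidin donor/nickel chelate acceptor beads (10 ug/mL final) read after 30 min dark incubation.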
HTT aggregate: qHTS Multiplex Assay to Identify Dual Action Probes in a Cell Model of Huntington: Aggregate Formation (GFP); 1.1% of 220,000 active; PC12 HttQ103-GFP aggregates, Acumen cytometry, 40 h; Potency, µM (titrated, usually from 46.1 µM), for the others: at the top dose activity change, negative = inhibition, usual class: inhibitors; AID 1688, 2009; also: potency is read from the fitted curve at half-maximal effect; % is scaled to controls: 0 for no effect and ±100 for the full control effect; nearly all actives have a fitted effect of over 60% in size
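Steps: seed 1500 PC12 HTTQ103-GFP cells/well; add tebufenozide, 100 nM final; add compound titration; add ATPLite reagent; quantify GFP aggregates by laser scanning cytometry.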
NPSR antagonist: qHTS Assay for Antagonists of the Neuropeptide S Receptor: cAMP Signal Transduction. Q6W5P4. CHO-NPSR cells, cAMP TR-FRET, antagonist mode. Potency, µM (series often up to 38.3 µM), inactives show at the highest dose activity change, negative = inhibition, most hits filed as inhibitors. 1% of 220,000 active. AID 1461, 2008; also: potency is read from the fitted curve at half-maximal effect; % is scaled to controls: 0 for no effect and ±100 for the full control effect; nearly all actives have a fitted effect of over 50% in size; many of its hits are not listed in these tables
KinaseGlo FLuc: Counterscreen for Luciferase (Kinase-Glo TM) Inhibition. Kinase-Glo luciferase, ATP luminescence, 8 min. Potency, µM (doses to about 38.3 µM), without a hit: at the top dose activity change, negative = inhibition, hits mostly inhibitors. 0.28% of 200,000 active. AID 1379, 2008; also: potency is read from the fitted curve at half-maximal effect; % is scaled to controls: 0 for no effect and ±100 for the full control effect; nearly all actives have a fitted effect of over 60% in size
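Inhibition of Kinase-Glo luciferase light generation was assessed at 10 uM ATP in pH 7.2 imidazole buffer, with luminescence measured after eight minutes at ambient temperature.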
Epigenetic derep: Quantitative High-Throughput Screen for Regulators of Epigenetic Control. murine LDR cells, GFP reporter derepression, 30 h. Potency, µM (doses to about 53.9 µM), inactives show at the top dose GFP activation, actives largely listed as activators. 0.2% of 280,000 active; also: potency is read from the fitted curve at half-maximal effect; % of control where 0% means no effect; nearly all actives have a fitted effect of over 60% in size
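Reporter derepression read as number of fluorescent GFP-positive objects, 20-120 um in size, counted by laser-scanning cytometer. Mouse LDR line with an epigenetically silenced CMV-GFP locus; compound incubation 30 h, 37 C.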
* marks the source's active call; other numbers are inactive results; ? = inconclusive; . = not tested or not shown; [ ] = remark or other dose. Calls follow the shape of the dose curve; as a rule, active = well fitted curve in the direction sought with a large enough effect; inconclusive = small, poorly fitted or top-dose-only effect, or another doubt; inactive = no such curve, though single readings can be large; an effect the other way counts as inactive or inconclusive.

SMILES | CBFb-RUNX1 inh | IMPase Li inh | L3MBTL1 block | HTT aggregate | NPSR antagonist | KinaseGlo FLuc | Epigenetic derep
CCCc1cc(C(=O)Nc2cnn(Cc3ccc(F)cc3)c2)no1 | 1.0% | . | -1.7% | -11.5%[9.22 µM] | -20.3% | . | 0.0%
COC(=O)c1ccc(Oc2cc(C)nc(NCc3ccccc3)n2)cc1 | 3.2% | 16.3%[38.3 µM] | 0.6% | 1.9% | -19.7%[46.1 µM] | -3.7% | -1.8%
Cc1c(CCCN)c2ccccc2n1Cc1ccccc1 | ? | 16.3% | -9.4% | -1.1%[9.22 µM] | 23.7% | -0.4% | 1.2%
CCCCc1cc(=O)oc2c(CN(C)C)c(O)ccc12 | 5.8% | -20.5% | 9.7% | 1.5% | 0.5%[46.1 µM] | 0.2% | 0.0%
COc1cccc(OC)c1OCC(O)CN1CCN(c2ccccc2)CC1 (configuration not stated) | 9.8% | -18.6%[38.3 µM] | -2.6% | 27.1% | 1.4%[46.1 µM] | 5.0% | -0.9%
O=c1[nH]cnc(O)c1C(c1ccc2c(c1)OCO2)c1c(O)nc[nH]c1=O | 13.0% | 1.8% | 3.9% | -6.5% | 11.2% | -1.9% | -0.6%
Cn1c(/C=C/c2cccc([N+](=O)[O-])c2)nc2ccccc2c1=O | 3.8% | 7.6% | 6.2% | -8.5%[9.22 µM] | -11.3% | -4.9% | 3.5%
NCCC[C@@H](CC(=O)N[C@@H]1CCCC[C@H]1C(=O)N[C@H](CC(=O)N[C@@H](CCC(=O)O)CC(=O)O)Cc1c[nH]c2ccccc12)NC(=O)C[C@H](CO)NC(=O)[C@@H]1CCCC[C@H]1N | 11.6% | -1.2% | . | . | . | 1.0% | 0.0%
COC(=O)/C=C(\C)NC(=O)c1cccs1 | 2.3% | -12.0%[38.3 µM] | 8.6% | 8.3% | -3.1%[46.1 µM] | -0.7% | -0.7%
COc1cc(NC(=S)NCc2ccc(S(N)(=O)=O)cc2)cc(OC)c1 | 2.2% | -3.0% | . | -6.6% | -5.5% | -1.1% | -0.1%
CC(=O)n1c2c(c3ccccc31)OC(N)=C(C#N)C2c1ccc(C(C)C)cc1 (configuration not stated) | -8.5% | 10.5%[38.3 µM] | -5.1% | -1.9% | -29.0%[46.1 µM] | -4.3% | 2.9%
c1ccc(-c2cn3c(n2)SCC3)cc1 | -6.1% | 9.7% | ? | -3.8% | 17.0% | -3.7% | -1.0%
O=C(C1CCCO1)N1CCN(Cc2nc3ccccc3c(=O)[nH]2)CC1 (configuration not stated) | 15.0% | 26.0%[38.3 µM] | 4.1%[11.4 µM] | 1.8% | -4.1%[46.1 µM] | -2.7% | 0.0%
COc1ccc([N+](=O)[O-])cc1Nc1ncnc2ccccc12 | -0.2% | 8.1% | 8.4% | . | -1.3% | -3.3% | 0.0%
O=C1NC(=S)SC1=C1CCCC1 | ? | -3.0%[38.3 µM] | . | -6.8%[9.22 µM] | -8.6%[46.1 µM] | 5.2% | -4.5%
CCN(CCn1cccn1)Cc1c(C(=O)N2CCCCCCC2)nc2ccc(Cl)cn12 | -1.7% | -10.3% | -19.8% | 10.8%[9.22 µM] | -22.7% | 2.8% | -3.2%
Nc1nonc1C(=O)NCCN=Cc1ccccc1O | 3.2% | -5.9%[38.3 µM] | 9.6% | -5.4% | 0.7%[46.1 µM] | -2.4% | -0.9%
CCOC(=O)C1CCCN(Cc2cc(=O)oc3cc(C)c(C)cc23)C1 (configuration not stated) | -0.4% | 26.0% | -0.4% | 11.4% | -37.8% | 6.5% | -1.2%
C=CCOc1ccc2c(OC)c3ccoc3nc2c1OC | 3.6% | -22.7% | -5.9% | -3.5% | 0.7%[46.1 µM] | -8.0% | -2.4%
COc1cnc(-c2ccccc2)nc1Oc1cccc(C)c1 | 13.2% | 8.5%[38.3 µM] | 14.4% | 19.9% | -25.6%[46.1 µM] | -0.7% | 0.0%
CCCCN(CC)S(=O)(=O)c1c(C)[nH]c(=O)[nH]c1=O | 10.2% | 4.0% | 10.7% | -0.8% | 3.8% | -1.2% | 1.7%
COc1cccc2cc(-c3ccccc3)c(=O)oc12 | 14.1% | 8.2% | 14.0% | 4.3% | -12.4% | ? | -1.8%
O=C(N/N=C/c1cccnc1)NC12CC3CC(CC(C3)C1)C2 | -1.9% | . | 8.7% | -13.6%[9.22 µM] | 21.8% | . | -0.4%
COc1ccc2c(c1)[nH]c1c(Cl)ncnc12 | -2.4% | -10.6% | 4.7% | -1.1% | -11.8%[46.1 µM] | 0.0% | 0.0%
O=C(O)c1cccc(S(=O)(=O)Nc2ccc3oc(=O)sc3c2)c1 | -1.9% | 3.4%[38.3 µM] | -4.9% | 3.4% | -7.3%[46.1 µM] | 7.4% | -1.9%

Next structures follow.
SMILES | CBFb-RUNX1 inh | IMPase Li inh | L3MBTL1 block | HTT aggregate | NPSR antagonist | KinaseGlo FLuc | Epigenetic derep
O=C(CSc1nnc(NC(=O)C2CC2)s1)Nc1ccc2c(c1)OCCO2 | 2.3% | -0.4% | 4.9% | 9.9%[9.22 µM] | 26.7% | -2.4% | -2.8%
COc1cccc(NC(=O)N2CCN(c3cccc(C)c3C)CC2)c1 | -6.9% | 24.8%[38.3 µM] | -3.5% | -3.3% | -18.4%[46.1 µM] | 1.0% | 0.0%
O=C(COC(=O)c1cc[n+]([O-])cc1)Nc1cccc(Cl)c1Cl | -15.7% | -0.2% | 23.2% | -7.9% | 20.0% | -1.2% | -1.4%
O=C1C2CC=C(Cl)CC2C(=O)N1CCCCCCN1C(=O)C2CC=C(Cl)CC2C1=O (configuration not stated) | ? | 35.8%[activator][38.3 µM] | . | -4.0% | -15.4%[46.1 µM] | -0.9% | 0.1%
COc1cccc(-c2nc(CS(=O)(=O)CC(=O)N3CCc4ccccc43)c(C)o2)c1 | -1.0% | -4.5%[38.3 µM] | . | 19.2% | -11.0%[46.1 µM] | -3.2% | 0.0%
O=C(Oc1ccc2c(c1)O/C(=C\c1ccncc1)C2=O)c1cccs1 | -1.6% | . | 15.5% | -7.3%[9.22 µM] | 9.8% | . | -1.0%
COc1cccc(NC(=O)c2cc(Cl)nnc2Cl)c1 | 5.2% | 4.1% | 3.6% | -7.1%[9.22 µM] | -11.5% | 1.7% | -0.6%
O=C(CCNC(=O)c1ccc([N+](=O)[O-])cc1)N/N=C/c1ccc(F)cc1 | -1.4% | 10.6% | 3.4% | 16.5% | -3.5% | 0.3% | 0.8%
OC(COc1c(F)cc(Br)cc1F)CN1CCN(c2ccc(F)cc2)CC1 (configuration not stated) | 7.0% | 9.3%[38.3 µM] | -7.3% | -26.5% | -27.7%[46.1 µM] | 1.2% | 1.3%
CN(CC(=O)Nc1ccccn1)S(=O)(=O)c1ccc(Cl)cc1 | 10.5% | 20.6% | -14.4% | 1.6% | 0.8%[46.1 µM] | 5.8% | -1.2%
Cc1cc(C(=O)CSc2cccc[n+]2[O-])c(C)n1-c1ccc(OC(F)F)cc1 | 0.9% | . | . | 2.7%[9.22 µM] | -33.1% | . | 0.6%
Cc1n[nH]c(=S)n(NC(=O)/C=C/C(=O)Nn2c(=S)[nH]nc(C)c2=O)c1=O | . | -4.2% | ? | -9.5%[9.22 µM] | -4.3% | 2.2% | 1.1%
CCOc1ccc(NC(=S)Nc2ccc(C)c([N+](=O)[O-])c2)cc1 | -8.2% | 61.5%[activator][38.3 µM] | . | -0.5%[9.22 µM] | ? | 0.1% | 1.8%
c1cncc(-c2nc3cc(Cc4ccc5oc(-c6cccnc6)nc5c4)ccc3o2)c1 | 5.0% | -8.1%[38.3 µM] | -3.8% | 7.2% | 4.2%[46.1 µM] | 1.6% | 2.1%
O=C(c1cn(-c2ccccc2)nc1-c1ccc(Br)cc1)N1CCOCC1 | 6.1% | -2.2% | -5.0% | 11.9% | -2.9% | -0.1% | 0.2%
CCN1C(=O)/C(=C/c2c(C)nn(C)c2C)SC1=S | 9.1% | -5.0% | -3.7% | 6.6% | 1.1%[46.1 µM] | 1.6% | -0.9%
Cc1cc(N2C(=O)C3CCC(c4ccccc4)CC3C2=O)no1 (configuration not stated) | -1.8% | -1.7% | 0.7%[11.4 µM] | 6.2% | -2.5% | 1.7% | 1.1%
Cc1cccc(NN=C2c3ccccc3-c3ccccc32)c1 | 1.3% | 7.3% | -6.5% | -2.4% | 1.5% | 4.3% | ?
O=C(Nc1cccnc1)/C(N=Nc1cccnc1)=C(\O)c1ccccc1 | -9.7% | 19.3% | -6.1% | -17.3% | 10.8% | 0.8% | 0.0%
O=C(Nc1ccccc1)/C(=C/c1cccc(Br)c1)NC(=O)c1ccco1 | -5.0% | 11.6% | 27.6% | -12.9% | 13.6% | -4.2% | 0.0%
CC(=O)N1CCc2cc(S(=O)(=O)NC3CCCc4ccccc43)ccc21 (configuration not stated) | 4.4% | 14.1% | ? | 7.08µM* | -9.4%[46.1 µM] | -0.1% | -1.0%

Shown in CSV form: entries from further up.
structure,CBFb-RUNX1 inh,IMPase Li inh,L3MBTL1 block,HTT aggregate,NPSR antagonist,KinaseGlo FLuc,Epigenetic derep
Cc1n[nH]c(=S)n(NC(=O)/C=C/C(=O)Nn2c(=S)[nH]nc(C)c2=O)c1=O,.,-4.2%,?,-9.5%[9.22 µM],-4.3%,2.2%,1.1%
CCOc1ccc(NC(=S)Nc2ccc(C)c([N+](=O)[O-])c2)cc1,-8.2%,61.5%[activator][38.3 µM],.,-0.5%[9.22 µM],?,0.1%,1.8%
c1cncc(-c2nc3cc(Cc4ccc5oc(-c6cccnc6)nc5c4)ccc3o2)c1,5.0%,-8.1%[38.3 µM],-3.8%,7.2%,4.2%[46.1 µM],1.6%,2.1%
O=C(c1cn(-c2ccccc2)nc1-c1ccc(Br)cc1)N1CCOCC1,6.1%,-2.2%,-5.0%,11.9%,-2.9%,-0.1%,0.2%
CCN1C(=O)/C(=C/c2c(C)nn(C)c2C)SC1=S,9.1%,-5.0%,-3.7%,6.6%,1.1%[46.1 µM],1.6%,-0.9%
Cc1cc(N2C(=O)C3CCC(c4ccccc4)CC3C2=O)no1 (configuration not stated),-1.8%,-1.7%,0.7%[11.4 µM],6.2%,-2.5%,1.7%,1.1%
Cc1cccc(NN=C2c3ccccc3-c3ccccc32)c1,1.3%,7.3%,-6.5%,-2.4%,1.5%,4.3%,?

High-throughput results as filed in PubChem BioAssay.

This is a subset, so the mix of outcomes need not match the whole.
